# ROC1-CUL1 inh: blocks human RBX1-Cullin-1 di-ubiquitin formation; P62877+Q13616; in vitro K48 di-Ub FRET, acceptor:donor ratio, 45 min; inhibition, % at 10 µM; 140,000 compounds, 0.6% hits; AID 1347404; in the data active means inhibition above about 25%
# Target sequence (P62877 whole entry, looked up): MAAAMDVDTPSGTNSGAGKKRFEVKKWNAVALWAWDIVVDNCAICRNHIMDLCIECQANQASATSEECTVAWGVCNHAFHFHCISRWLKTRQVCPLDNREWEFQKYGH
# Target sequence (Q13616 whole entry, looked up): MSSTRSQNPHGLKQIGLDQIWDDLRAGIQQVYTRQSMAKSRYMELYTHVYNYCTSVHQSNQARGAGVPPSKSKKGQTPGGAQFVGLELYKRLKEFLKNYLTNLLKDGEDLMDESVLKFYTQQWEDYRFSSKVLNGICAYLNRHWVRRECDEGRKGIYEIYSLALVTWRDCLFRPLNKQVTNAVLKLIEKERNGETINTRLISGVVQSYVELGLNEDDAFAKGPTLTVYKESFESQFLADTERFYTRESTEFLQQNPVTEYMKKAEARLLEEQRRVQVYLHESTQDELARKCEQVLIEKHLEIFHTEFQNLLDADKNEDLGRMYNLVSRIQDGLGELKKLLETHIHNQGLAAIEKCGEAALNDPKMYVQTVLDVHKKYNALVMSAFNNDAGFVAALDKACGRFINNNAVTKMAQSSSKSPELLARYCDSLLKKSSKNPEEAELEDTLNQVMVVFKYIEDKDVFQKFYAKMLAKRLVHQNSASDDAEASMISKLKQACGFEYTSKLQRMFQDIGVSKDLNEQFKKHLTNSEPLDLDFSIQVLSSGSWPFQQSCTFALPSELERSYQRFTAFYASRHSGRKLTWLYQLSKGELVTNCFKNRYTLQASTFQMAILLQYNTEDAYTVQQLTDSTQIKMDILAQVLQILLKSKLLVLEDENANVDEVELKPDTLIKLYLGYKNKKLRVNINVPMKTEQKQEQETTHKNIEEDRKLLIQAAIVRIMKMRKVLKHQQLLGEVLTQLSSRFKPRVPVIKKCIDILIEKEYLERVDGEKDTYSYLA
# The depositor's hits bear a star. Some of the compounds tested, so the mix of outcomes need not match the whole.
ROC1-CUL1 inh	Compound
-7	COc1cccc(/C=C/c2nc(C#N)c(NCCc3ccccc3)o2)c1
35*	Cc1ccc(C2=NN3C(=N)/C(=C/c4ccco4)C(=O)N=C3S2)cc1
8	CCCC(O)=c1c(=O)nc2cccc3c2=c1c1ccccc1c3=O
9	CCCc1c(C(=O)NCC2CCCO2)nnn1-c1ccccc1 (stereo unspecified)
10	CCOc1ccc(C(=O)Nc2nc3c(Cl)cccc3s2)cc1
0	Cn1cc(CN2CCc3onc(-c4ccccc4F)c3C2)c(-c2ccccc2)n1
-7	COc1ccccc1C(=O)N/N=C(/C)c1ccncc1
2	O=C(Nc1ccccc1)c1ccc(CN2CCCC2)cc1
4	CCCCOc1ccc(CONC(=O)COc2ccc(Cl)cc2Cl)cc1
1	CS(=O)(=O)NCCCc1ccccc1
-11	Cc1ccc2nc(SCc3cccc(Cl)c3)nc(C)c2c1
3	COc1ccc(-c2cc(C)no2)cc1S(=O)(=O)NCc1cccs1
0	Cc1c(-c2ccc(Cl)cc2)c(C(=O)c2ccccc2)c(=S)n(-c2ccccc2)c1-c1ccccc1
9	COCCCNC(=O)CSc1nc(-c2cccc(F)c2)[nH]c1-c1ccccc1
-11	CCCCNc1nc2c(c(=O)n(Cc3ccc(Cl)cc3)c(=O)n2C)n1C
-9	COC(=O)c1cccc(-c2nc(-c3c(C)ncc4c3CCNC4)no2)c1
-4	O=C(O)C1SCCN1S(=O)(=O)c1ccc2ccccc2c1 (stereo unspecified)
-5	COc1cccc(CNS(=O)(=O)c2ccc(-c3cc(C(F)(F)F)on3)s2)c1
-7	COc1ccc(S(=O)(=O)NCC(c2ccc(N(C)C)cc2)N2CCCC2)cc1 (stereo unspecified)
2	Cc1ccc(-n2nnnc2SCc2ccc3c(c2)OCO3)cc1Cl
4	C=CCc1ccc(OCc2ccc(C(=O)Nc3ccc(NC(C)=O)cc3)o2)c(OC)c1
-6	Cc1ccc(C(=O)N2CCCCc3ccccc32)cc1
6	CCC(=O)Nc1ccc(C)cc1-c1nc2ccccc2n(C(C)C(=O)Nc2ccccc2CC)c1=O (stereo unspecified)
-16	COc1ccc2c(c1)C(C)=CC(C)(C)N2S(=O)(=O)c1ccc(Br)cc1
-2	Cn1c(=O)cc(SCC(=O)N2CCN(c3ccccc3F)CC2)c2cc(Cl)ccc21
4	O=S(=O)(Cc1cccc(Cl)c1)Nc1ccc(F)cc1
-12	Cc1ccc(-c2nc3cc(C(C)C)ccc3o2)cc1NC(=O)c1cc([N+](=O)[O-])ccc1N1CCOCC1
2	CC(Oc1ccccc1)C(=O)NCc1cccnc1N(C)C (stereo unspecified)
0	CCN(CC)C(=O)CN(C#N)c1nc(OC)nc(N(C)C)n1
-5	Cc1ccsc1CN(C)Cc1cccc(-c2nc(C(F)F)cc(=O)[nH]2)c1
-3	Cc1ccc(CN2C(=O)c3ccccc3CC2(C)C(=O)NC2CCCCC2)cc1 (stereo unspecified)
2	CC1CN(C(=S)SCC(=O)c2ccc(Br)cc2)CC(C)O1 (stereo unspecified)
4	CCS(=O)(=O)Nc1cc(C(=O)NC(C)Cc2ccccn2)c2c(c1)nc(-c1ccccc1)n2C (stereo unspecified)
-9	COc1cc(NC(=O)CCc2c(C)nn(-c3ccc(N4CCCCC4)nn3)c2C)cc(OC)c1OC
-6	CCOc1cccc(C2c3c(cc(C)oc3=O)OC(=N)C2C#N)c1OC(F)F (stereo unspecified)
-5	Cc1ccc(-c2csc(NC(=O)CSc3nc4ccccc4[nH]3)n2)cc1
-1	Cc1ccc(S(=O)(=O)Nc2cc(S(N)(=O)=O)ccc2C)cc1
1	COc1ccc(N2C(=O)/C(=C/c3c(F)cccc3Cl)SC2=S)cc1
2	C=CCN1C(=O)C(C(C)CC)NC1=S (stereo unspecified)
-3	O=C(/C=C/c1ccc2c(c1)OCO2)N1CCc2ccccc2C1
-1	O=C(Nc1sc2c(c1C(=O)NCC1CCCO1)CCCC2)c1ccc(Br)cc1 (stereo unspecified)
-1	O=C(CN1CCOCC1)Nc1cc(Cl)c(NC(=O)CN2CCOCC2)c(Br)c1
-10	CCN(CC)C(=O)C1CCN(S(=O)(=O)c2ccc3c(c2)CCCN3C(C)=O)CC1
4	CS(=O)(=O)Nc1ccc(Cl)c(Cl)c1
5	Cc1cccc(Oc2cnn(C(C)(C)C)c(=O)c2Cl)c1
2	COC(=O)CN1C(=O)S/C(=C/c2ccccc2OCc2cccc(F)c2)C1=O
5	CCn1ccnc1CNC(=O)c1cccc(OC2CCN(C(=O)C3CC3)CC2)c1
-1	CCCc1cc(C(=O)Nc2ccc(F)cc2)n(C)n1
-7	CCCCC(CC)C(=O)Nc1cc(C(F)(F)F)cc(C(F)(F)F)c1 (stereo unspecified)
-6	COc1ccc(NC(=O)Cc2csc(COc3cccc(C)c3)n2)cc1OC
2	Clc1cccc2sc(Nc3nc4ccccc4o3)nc12
2	CN1CCc2c(sc(NC(=O)CSc3ccc(F)cc3)c2-c2nc3ccccc3s2)C1
-1	CN1CCn2cccc2C1c1ccccc1 (stereo unspecified)
38*	CCN=C1CC=CC=C(C(=O)/C=C/c2cccc(Cl)c2Cl)C1=O
2	c1ccc(-c2ccc(-n3cnnn3)cc2)cc1
1	CN(CCc1ccccc1)C1CCCN(C(=O)CCc2nc3ccccc3[nH]2)C1 (stereo unspecified)
7	CSc1nccc(Sc2cn[nH]n2)n1
-2	CCn1nc(C)c(CNC2CCN(c3ccc(CC(=O)N4CCC[C@H]4C(=O)OC)cc3)CC2)c1C
7	CCc1ccccc1NC(=O)CSc1nnc(COc2c(C)cccc2C)n1C
2	CCOc1c(Cl)cc(Cl)cc1CNc1nn[nH]n1

# The list continues:
ROC1-CUL1 inh	Compound
-7	O=C(N/N=C/c1coc2ccc(Cl)cc2c1=O)c1cc(O)cc(O)c1
-14	CCc1ccccc1NC(=O)CSc1nc(-c2ccccc2OC)nc2c1Cc1c(CO)cnc(C)c1O2
0	COc1cccc(C(=O)N2CCOc3c(cc(-c4ccccc4C)cc3OC3CCOC3)C2)c1 (stereo unspecified)
-2	COC(=O)c1sccc1NC(=O)/C=C/c1ccc2c(c1)OCO2
9	CCOCCCNC(=O)CN1C(=O)COc2ccc(S(=O)(=O)N3CCOCC3)cc21
-8	CCCC(=O)C1C(=O)CCCC1=NCC(=O)O (stereo unspecified)
0	Cc1nc(C(=O)Nc2cccc(F)c2)c(C(=O)NC(C)C)nc1C
4	O=C(CC1CCc2ccccc21)NCc1cccnc1N1CCOCC1 (stereo unspecified)
9	CCN(C(=O)CSc1nc2ccccc2n1CC(=O)Nc1cccc(C#N)c1)c1ccccc1
8	CCOC(=O)c1c(C)[nH]c(CCC(=O)Nc2c(C)cccc2CC)c1C
6	Fc1cccc(-c2[nH]ncc2-c2nc3c(cnn3Cc3ccncc3)[nH]2)c1
10	O=C(c1ccc(Cl)cc1)c1oc2ccc(Cl)cc2c1-c1cnn(-c2ccccc2)c1
2	Cc1ccc2c(c1)cc(C(=O)NCc1ccc(F)cc1)n2C
-4	COc1ccc(CNC(=O)c2cnn(-c3ccc(F)cc3)c2-n2cccc2)cc1
4	CCc1noc(C)c1C(=O)Nc1ccc(C(C)C)cc1
14	CCOC(=O)C1C(=N)N(c2ccc(Cl)cc2)C2=C(C(=O)CCC2)C1c1cc(Br)cs1 (stereo unspecified)
-9	COc1ccc(/C=c2/sc3nc(-c4ccc(OC(C)C)cc4)nn3c2=O)c(OC)c1
5	CC1CN(c2ccc(N(C)C)cc2)c2nc3c(c(=O)[nH]c(=O)n3C)n2C1 (stereo unspecified)
-1	O=C(NC1(C(F)(F)F)N=C(c2ccccc2)N(C2CCCCC2)C1=O)c1ccccc1F (stereo unspecified)
3	Cc1cc(Br)sc1[N+](=O)[O-]
-2	Clc1ccc2c(c1)CC(N1CCN(Cc3ccccc3)CC1)c1ccc(Cl)cc1S2 (stereo unspecified)
4	COc1ccccc1C1c2c(n[nH]c2-c2cccs2)OC(=N)C1C#N (stereo unspecified)
-1	Cc1ccc(-n2nnc(C(=O)Nc3ccc(Cl)cc3)c2C)cc1C
-4	CN(C)c1ccc(/C=C2\C(=O)NN(c3ccccc3)C2=O)cc1Br
3	O=S(=O)(c1ccc2ccccc2c1)N1CCN(c2nnc(-c3ccccc3)c3ccccc23)CC1
6	COc1ccc(-c2cc(C(F)(F)F)nc(SCCC(=O)Nc3ccccc3F)n2)cc1
-2	O=S(=O)(Nc1ccc(Br)cc1)c1ccc2nc(-c3ccccc3)[nH]c2c1
0	C=CCS(=O)(=O)N1CCCC(CCc2ccccc2F)C1 (stereo unspecified)
-5	Cc1ccc(NCC(O)Cn2c(-c3ccccc3)c(-c3ccccc3)c3cc(C)ccc32)cc1 (stereo unspecified)
9	O=C(O)c1cccc(NC(=O)c2cccnc2C(=O)O)c1
-8	Cc1ccc(-c2nnn3c2nc(NCCc2ccccc2)c2ccccc23)cc1
-8	CCCc1cc(CNC(=O)c2ccc(N3CCCN(C)CC3)nc2)on1
-14	O=C1C(CNCc2ccccc2)=Nc2ccccc21
-9	COc1cc2c(cc1OC)CC(=O)N(C)CC2
-3	CCOC(=O)Cn1c(=O)oc2cc(S(=O)(=O)N3CCN(c4cccc(Cl)c4)CC3)ccc21
-4	Cc1cccc(NS(=O)(=O)c2ccc3c(c2)[C@H]2C=CC[C@H]2[C@@H](c2cccc(Cl)c2)N3)c1
-11	COc1ccc(NC(=O)c2ccc(Nc3nc(-c4ccccc4)c4cc(Br)ccc4n3)cc2)c(OC)c1
-2	CCOc1ccc(CNCc2c(C(=O)O)n(Cc3ccc(OC)cc3)c3ccccc23)cc1
8	CC(C)(C)OC(=O)N1CCC(c2c(C(=O)NCc3ccccn3)cnn2-c2ccc(F)cc2)CC1
-11	COc1ccc2c(Cl)c(C(=O)N3CCCCC3)sc2c1Cl
0	O=C(CC1CC1)N1CCCC(CCc2c(F)cccc2F)C1 (stereo unspecified)
-3	Cc1cc(Br)c(NCC(=O)N/N=C/c2ccncc2)c(Br)c1
-3	O=C(N/N=C/C=C/c1ccccc1)c1n[nH]c2c1CCC2
11	CCOC(=O)c1c(-c2ccccc2)oc2ccc(N(C(C)=O)S(=O)(=O)c3cc(C)ccc3C)cc12
5	CCOC(=O)COc1c(Cl)cc(C=C2C(=O)N(C)C(=S)N(C)C2=O)cc1OC
-3	CCOc1ccc(NC(=O)CSc2nnc(C(C)Oc3ccccc3)n2CC)cc1 (stereo unspecified)
-2	O=S(=O)(c1ccc(OC(F)(F)F)cc1)N1CCC(c2nnnn2-c2ccc(F)cc2)CC1
1	C=CCc1c(C)[nH]c(=S)[nH]c1=S
-1	Cc1ccc(OCc2nnc(NC(=O)c3ccc([N+](=O)[O-])cc3)s2)cc1
1	Cc1ccc(CS(=O)(=O)Nc2ccc(F)cc2F)cc1
0	CCOC(=O)C1C(=O)COC1=Nc1cccc(Cl)c1 (stereo unspecified)
-1	Cc1ccc(-n2ncc(C(=O)Nc3c(Cl)cccc3Cl)c2C2CCNCC2)cc1
7	COC(=O)c1ccccc1NC(=O)Cn1c(=O)n(-c2ccc(C)cc2)c(=O)c2ccccc21
6	OC1CCN([C@@H]2CCN(CCCC3CCCC3)C[C@H]2O)CC1
10	O=S(=O)(Cc1c(F)cccc1Cl)NCCc1ccccc1
-16	COc1ccc(OC)c(CNC(=O)c2cc3ccc4cccnc4c3[nH]2)c1
-20	O=S(=O)(Nc1cccc(-c2cn3ccsc3n2)c1)c1ccc(Cl)c(Cl)c1
6	COc1ccc(/C=N/NC(=O)COc2cc(C)ccc2C(C)C)c(OC)c1OC
2	COc1cccc(NC(=O)C2(c3ccc(OC)c(OC)c3)CCOCC2)c1
-5	COC(=O)C(O)(c1ccc(O)c(C(C)(C)C)c1)C(F)(F)F (stereo unspecified)

# Entries listed so far that have bromine (10):
ROC1-CUL1 inh	Compound
-16	COc1ccc2c(c1)C(C)=CC(C)(C)N2S(=O)(=O)c1ccc(Br)cc1
2	CC1CN(C(=S)SCC(=O)c2ccc(Br)cc2)CC(C)O1 (stereo unspecified)
-1	O=C(Nc1sc2c(c1C(=O)NCC1CCCO1)CCCC2)c1ccc(Br)cc1 (stereo unspecified)
-1	O=C(CN1CCOCC1)Nc1cc(Cl)c(NC(=O)CN2CCOCC2)c(Br)c1
14	CCOC(=O)C1C(=N)N(c2ccc(Cl)cc2)C2=C(C(=O)CCC2)C1c1cc(Br)cs1 (stereo unspecified)
3	Cc1cc(Br)sc1[N+](=O)[O-]
-4	CN(C)c1ccc(/C=C2\C(=O)NN(c3ccccc3)C2=O)cc1Br
-2	O=S(=O)(Nc1ccc(Br)cc1)c1ccc2nc(-c3ccccc3)[nH]c2c1
-11	COc1ccc(NC(=O)c2ccc(Nc3nc(-c4ccccc4)c4cc(Br)ccc4n3)cc2)c(OC)c1
-3	Cc1cc(Br)c(NCC(=O)N/N=C/c2ccncc2)c(Br)c1

# The list continues.
ROC1-CUL1 inh	Compound
-5	CCOc1ccc(NC(=O)CSc2nccn2Cc2ccco2)cc1
4	CCOC(=O)N1CCc2c(sc3c2c(=O)n(-c2ccc(Cl)cc2)c(=O)n3Cc2cccc(C)c2)C1
-2	COc1cccc(-c2ccnc3c2c(=O)[nH]c(=O)n3Cc2ccccc2)c1
-11	CCOC(=O)Cc1nc2nonc2[nH]c1=O
0	CNC(=O)Cc1nc(-c2ccccc2)cs1
-1	CCCCCCCOc1ccc(/C=c2\sc3nc4cc(C)c(C)cc4n3c2=O)cc1OC
1	CC(C)(C)c1ccc(Oc2coc3cc(OC(=O)c4cncc(Br)c4)ccc3c2=O)cc1
-3	CCCOc1ccccc1C1CC(=O)NC2=C1C(=O)CC(C)(C)C2 (stereo unspecified)
-7	COc1cccc(C2c3c(n[nH]c3-c3ccc4c(c3)OCO4)OC(=N)C2C#N)c1OC (stereo unspecified)

# 5 compounds from above, sorted by the number in ROC1-CUL1 inh, high to low.
Molecule	ROC1-CUL1 inh
CCOc1ccc(C(=O)Nc2nc3c(Cl)cccc3s2)cc1	10
CCCc1c(C(=O)NCC2CCCO2)nnn1-c1ccccc1 (stereo unspecified)	9
CCCCCCCOc1ccc(/C=c2\sc3nc4cc(C)c(C)cc4n3c2=O)cc1OC	-1
Clc1ccc2c(c1)CC(N1CCN(Cc3ccccc3)CC1)c1ccc(Cl)cc1S2 (stereo unspecified)	-2
Cc1cccc(NS(=O)(=O)c2ccc3c(c2)[C@H]2C=CC[C@H]2[C@@H](c2cccc(Cl)c2)N3)c1	-4
